# TbREL1 primary = TbREL1 inhibition, primary screen; P86926; inhibition, % at 9.66 µM; AID 1117264; 0.49% of 89,000 active; TbREL1 RNA ligation, FRET fluorescence;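 active means inhibition above the mean inhibition across all screened compounds plus 3 SD, cut at about 11% in these data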;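 further: 0% = plate median of test wells and 100% = NSC42067 control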
# Target sequence (P86926 whole entry, looked up): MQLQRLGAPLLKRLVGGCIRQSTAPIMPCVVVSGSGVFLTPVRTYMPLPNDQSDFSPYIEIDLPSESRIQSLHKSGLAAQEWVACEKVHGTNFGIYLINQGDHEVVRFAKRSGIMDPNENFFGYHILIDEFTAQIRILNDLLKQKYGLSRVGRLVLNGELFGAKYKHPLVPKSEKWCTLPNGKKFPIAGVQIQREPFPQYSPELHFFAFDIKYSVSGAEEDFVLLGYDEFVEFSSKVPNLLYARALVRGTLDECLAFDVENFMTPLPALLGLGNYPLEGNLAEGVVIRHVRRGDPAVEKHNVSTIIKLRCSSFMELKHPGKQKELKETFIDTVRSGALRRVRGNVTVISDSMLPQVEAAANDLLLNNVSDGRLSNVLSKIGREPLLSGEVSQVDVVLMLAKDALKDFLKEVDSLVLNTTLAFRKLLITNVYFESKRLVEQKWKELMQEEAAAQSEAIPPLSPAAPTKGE
# * hit, by the source's call. Not all compounds are listed; rates above refer to the full screens.
canonical_smiles | TbREL1 primary
CCOC(=O)c1cnn(-c2ccccc2)c1-n1cccc1C(=O)C(=O)Nc1ccccc1 | -0.3
Cc1cccc(NC(=O)CN(c2ccc(C(C)C)cc2)S(=O)(=O)c2c(C)nn(C)c2C)n1 | -4.8
COCCn1c(SCC(=O)c2cc(C)n(C)c2C)nc2ccccc2c1=O | -7.7
COc1ccc(CN(Cc2ccc(C(=O)O)cc2)C(=S)Nc2ccccc2F)cc1OC | -1.2
CCOC(=O)c1c(C)[nH]c(C)c1C(=O)COC(=O)[C@@H](NC(=O)c1ccco1)C(C)C | -2.0
Cc1ccc(C(=O)NCCSc2ccccc2)cc1S(=O)(=O)Nc1ccccc1 | -3.4
CCOc1ncccc1C(=O)OCc1cc(=O)oc2c(C)c(C)ccc12 | -2.1
O=C(Nc1cccs1)Nc1ccc(Br)cc1F | 6.5
COc1cccc(-c2cc(CNC(=O)[C@H]3O[C@@H](n4ccc(=O)[nH]c4=O)[C@H](O)[C@@H]3O)no2)c1 | -3.3
O=C(NCCCNC(=O)c1cccs1)c1cccs1 | 5.4
COc1ccc2oc(C(=O)N3CCN(S(=O)(=O)c4c(C)c(C)cc(C)c4C)CC3)c(C)c2c1 | 2.2
N#Cc1cccc(Oc2ccc(-c3cnc4ccccc4n3)cc2)c1C#N | -1.4
Cc1cccc(-c2oc3ccccc3c2C#CCCCCO)c1 | 1.4
CCCCn1c(SCC(=O)N2c3ccccc3CCc3ccccc32)nc2c1c(=O)n(C)c(=O)n2C | -0.3
CCOC(=O)C1CCN(C(=O)COC(=O)c2cc([N+](=O)[O-])ccc2N2CCOCC2)CC1 | -3.8
COCCOCCn1c(/C=C/c2ccccc2)nc2ccccc21 | 7.3
CC1CC(C)CN(CCCNS(=O)(=O)c2cc3c(cc2Br)CCN3C(=O)C2CC2)C1 (stereo not drawn) | 1.8
COC(=O)C1=C(C(=O)OC)[C@@H]2N(C)c3ccccc3[C@@]23C[C@@H](C(=O)OC)N(C(=O)c2cccs2)C3=N1 | 0.1
COc1cccc(-c2csc(N3CCN(CC(=O)NNC(=O)c4ccco4)CC3)n2)c1 | 4.1
COc1ccccc1/C=C/c1onc(C)c1S(=O)(=O)N1CCC(C(=O)NC(C)C)CC1 | 2.9
CC(C)(C)OC(=O)N1CCN(C(=O)Nc2ccc3c(c2)OCCO3)CC1 | -0.9
Cc1ccc(NC(=O)CSc2nnc(NC(=O)c3ccco3)s2)cc1 | 1.2
CC(C)COc1cccc(C(=O)NC(=S)NCc2cccnc2)c1 | -5.9
O=C(Nc1cccnc1)C1CCN(S(=O)(=O)c2cccs2)CC1 | 1.4
COc1ccc(C(=O)/C=C/C(=O)N(Cc2ccccc2OC)C(C(=O)NC2CCCCC2)c2ccncc2)c(O)c1 (stereo not drawn) | -1.8
Cc1cc2oc(=O)cc(CN3CCN(S(=O)(=O)c4cccs4)CC3)c2cc1C | -0.5
O=C(NC1CCCCC1)c1n[nH]c2c1CC(c1ccccc1)CC2 (stereo not drawn) | -1.1
CN(Cc1ccccc1)c1oc(COc2ccccc2F)nc1C#N | 1.9
Cc1cccc(NC(=O)c2cc(NC(=O)C3CCCCC3C(=O)O)ccc2Cl)n1 (stereo not drawn) | -0.8
CCOC(=O)C(C(C)=O)C(c1ccc(OC)cc1)C(C(C)=O)C(=O)OCC (stereo not drawn) | -0.2
O=C(NCCCN=C1NS(=O)(=O)c2ccccc21)c1ccc(Cl)cc1 | 0.7
N#Cc1ccc(-c2nc3ccc(Br)cn3c2Cc2cccc(Cl)c2)cc1 | -2.3
COc1ccc(NC(=O)CN(C)C(=O)Cc2coc3cc(C)c(C)cc23)cc1 | 0.2
CCC(C)c1ccccc1NC(=O)c1cc2cccc([N+](=O)[O-])c2[nH]1 (stereo not drawn) | 5.0
CCCC(=O)Nc1ccccc1-c1nnc(SC)[nH]c1=O | 4.1
Cc1ccc(NC(=O)N2CCCCCC2)cc1 | 8.0
S=C1NC[C@H](c2ccccc2)N1CCCCC1CCCCC1 | 1.3
CCN1CCN(C(=O)c2ccc(C)c(S(=O)(=O)Nc3cccc(C)c3)c2)CC1 | -0.8
COC(=O)C1=C(C)N(Cc2ccccc2C(F)(F)F)C(=NCc2ccc(OC)cc2)NC1c1ccc(Cl)cc1 (stereo not drawn) | 11.8*
C=CCN(c1ccccc1)S(=O)(=O)c1cccc(C(=O)Nc2cc(C)ccn2)c1 | 3.6
CCN(CC)S(=O)(=O)c1cc(C(=O)Nc2ccccc2[N+](=O)[O-])ccc1Cl | 0.8
Cc1ccc(/C=N/Nc2cc(C)nc(NCc3ccccc3)n2)cc1 | 9.2
Cc1ccc(OCC(=O)NCCCNC(=O)c2cccnc2)cc1C | 5.6
O=C(NCCS(=O)(=O)N1CCN(c2ccccc2)CC1)c1ccco1 | -1.6
O=C(Nc1ccc([N+](=O)[O-])cc1)c1cccc(S(=O)(=O)Nc2cccnc2)c1 | 0.4
O=C(Cn1cc([N+](=O)[O-])cn1)NCc1ccc(-n2cccn2)cc1 | 2.2
CCOc1cc(/C=N/NC(=O)c2cccnc2)ccc1OCC(=O)N1CCOCC1 | -2.3
COc1cc(/C=C/C(=O)Nc2cc(C(F)(F)F)ccc2Cl)cc(OC)c1OC | -1.4
CCN(CC)C(=O)CC(c1ccc2c(c1)OCO2)c1c(OC)cc(OC)c2ccc(=O)oc12 (stereo not drawn) | -2.3
O=S1(=O)c2c(cccc2N2CCC[C@@H]2CO)O[C@@H]2CCN1C2 | 2.8

# (continued)
canonical_smiles | TbREL1 primary
CCc1nnc(NC(=O)CCC(=O)NC2CCCCC2)s1 | 0.2
COc1ccc(S(=O)(=O)NNC(=O)Nc2ccc(C)cc2)c(OC)c1 | 2.8
CCCCCC(=O)Nc1ccc(N2CCN(S(C)(=O)=O)CC2)cc1 | -2.6
Cc1cc(C)c(OCC(=O)NCC2COc3ccccc3O2)c(C)c1 (stereo not drawn) | -2.6
COc1cc(CN2CCC(C(N)=O)CC2)ccc1OCc1ccccc1 | 2.2
CCn1c(C(=O)NC(C)c2ccc3c(c2)OCCO3)cc2sccc21 (stereo not drawn) | 2.6
CCC(=O)N1CCCC(C(=O)NCc2ccc(C(C)C)cc2)CC1 (stereo not drawn) | 2.9
CCOc1ccccc1NC(=O)c1cc(C(=O)c2cc(OC)ccc2O)coc1=N | -0.6
COc1ccc2c(c1)c(C(=O)CNc1nc(C)cs1)c(C)n2C | -8.0
COc1ccc(S(=O)(=O)N2CCN(C(=O)CCNC(=O)c3ccccc3Cl)CC2)cc1 | 0.0
NC(=O)C1CCN(c2nc(-c3ccc(Oc4ccccc4)cc3)cs2)CC1 | -0.7
Cc1ccccc1N=Nc1c(N)[nH]n(-c2ccccc2)c1=O | -1.8
CN1CCC(=O)N([C@H](CSc2ccc(Br)cc2)Cc2ccccc2)CC1 | -4.4
O=C(Nc1cccc(F)c1)NC1(C(=O)N2CCC(O)CC2)CCCCC1 | -3.4
C=CCSc1nnc(NC(=O)c2cccc(S(=O)(=O)N3CCOCC3)c2)s1 | 0.8
O=C1CN(C(=O)CN2CCN(S(=O)(=O)c3ccccc3F)CC2)c2ccccc2N1 | -0.2
CCN(CC(=O)Nc1ccc2c(c1)OCCO2)C(=O)c1ccc(CS(C)(=O)=O)cc1 | 7.4
COCCNC(=O)COc1cccc2c1OC(C)(C)C2 | -0.8
CNc1nc2ccccc2n1/N=C/c1cccc(OC)c1OC | -0.1
COC(=O)c1sc(NC(=O)CSc2nc3cccnc3n2C)nc1C | 0.9
O=C(COC(=O)c1ccc(O)cc1)c1ccc(S(=O)(=O)N2CCCCC2)cc1 | -4.3
Clc1ccc(CN2C3=NCCCN3c3ccccc32)cc1 | 3.5
CC(C)CCN1C(=O)c2ccccc2C1c1nnnn1-c1ccc2c(c1)OCCO2 (stereo not drawn) | 1.9
CC(=O)N=c1sccn1CC(=O)c1ccc([N+](=O)[O-])cc1 | 0.7
Cc1nnc(SCc2nnc(-c3ccccc3)o2)n(N)c1=O | 6.0
COc1ccc(N(CC(=O)NCc2ccccc2)S(C)(=O)=O)cc1 | 1.7
CCCN=Cc1c(CCC)[nH]n(-c2nc3ccccc3s2)c1=O | -4.2
Cn1c(SCC(=O)NC2CCCC2)nnc1-c1ccc(S(=O)(=O)N2CCOCC2)cc1 | -0.1
Cc1ccc(N=C2NC(=O)/C(=C/c3cccnc3)S2)cc1C | 0.3
O=C(CN(Cc1cccs1)C(=O)CNS(=O)(=O)c1ccccc1)NCc1ccco1 | -2.7
O=C(CCCC1=NS(=O)(=O)c2ccccc2N1)N1CCN(c2ccccc2Cl)CC1 | -2.3
O=C(NNC(=O)c1cc(-c2ccccc2)n(-c2ccccc2)n1)c1cccc([N+](=O)[O-])c1 | 0.2
CC1=NN(C(=O)c2ccco2)C(O)(c2ccccc2)C1 (stereo not drawn) | -2.5
COc1ccc(C(CC(=O)N2CCCCC2)c2c(O)cc(OC)cc2OC)cc1 (stereo not drawn) | -2.0
Cc1ccc(CSCc2ccc(C(=O)NCCCN3CCOCC3)o2)cc1 | -2.1
O=C(Cn1c(=O)[nH]c2ccsc2c1=O)NC1CCCCCC1 | -1.1
CC(C)NC(=O)N(C)C[C@H]1Oc2ccc(NS(=O)(=O)c3ccc(Cl)cc3)cc2CC(=O)N([C@@H](C)CO)C[C@@H]1C | -0.9
COC(=O)C1=C(C)N(C)C(=NCc2cccc(C(F)(F)F)c2)NC1c1ccccc1C(F)(F)F (stereo not drawn) | 10.8
CCOC(=O)c1c(-c2ccc(C)cc2)cn2ccccc12 | -1.1
COc1ccc(Cn2c(O)cc(=O)[nH]c2=O)cc1 | 0.3
COc1ccc(-c2noc(C3CCCN(C(=O)N[C@@H]4C[C@H]4c4ccccc4)C3)n2)cc1 (stereo partly drawn) | -1.9
Cn1c(=O)c2c(SCC(=O)N3CCCCC3)nc(-c3ccccc3F)nc2n(C)c1=O | 6.0
Cc1noc(C)c1CSc1nc2ccccc2[nH]1 | 2.5
COc1ccc(C(C#N)N2CCCCCC2)cc1OC (stereo not drawn) | 2.6
FC(F)(F)c1nnc2ccc(NCc3cccnc3)nn12 | 0.0
COc1ccccc1CCn1cnc(-c2ccc(OC)c(OC)c2)c1C(C)C | 1.7
CCCCCN(C(=O)CCC(=O)OC(C)C(=O)Nc1cccc(C#N)c1)c1c(N)n(CCCC)c(=O)[nH]c1=O (stereo not drawn) | -1.0
COC(=O)CCCn1cc(CN2CC(N3CCN(CCN(C)C)CC3)CS2(=O)=O)nn1 (stereo not drawn) | 2.0
O=C(NC1c2ccccc2-c2ccccc21)c1ccco1 | -1.7
COc1ccc(/C=N/NC(=O)c2cc(C)on2)c2ccccc12 | -2.4

# Given field by field: 4 of the compounds above
CCCN=Cc1c(CCC)[nH]n(-c2nc3ccccc3s2)c1=O
  TbREL1 primary: -4.2

Cn1c(SCC(=O)NC2CCCC2)nnc1-c1ccc(S(=O)(=O)N2CCOCC2)cc1
  TbREL1 primary: -0.1

CC1=NN(C(=O)c2ccco2)C(O)(c2ccccc2)C1 (stereo not drawn)
  TbREL1 primary: -2.5

CC(C)NC(=O)N(C)C[C@H]1Oc2ccc(NS(=O)(=O)c3ccc(Cl)cc3)cc2CC(=O)N([C@@H](C)CO)C[C@@H]1C
  TbREL1 primary: -0.9

# Remaining list, next part:
canonical_smiles | TbREL1 primary
COc1cc(OC)cc(C(=O)Oc2ccc(/C=N/Nc3nc4ccccc4s3)cc2OC)c1 | -1.6
CCOC(=O)C1=C(C)NC2=C(C(=O)CC(c3cccs3)C2)C1c1cccs1 (stereo not drawn) | -0.5
COc1ccc(Cn2ccc3ccc(-c4ccc5ccn(Cc6ccc(C#N)cc6)c5c4)cc32)cc1 | -2.1
Nc1c(Cl)cc(C2=NCCn3nc4cc([N+](=O)[O-])ccc4c32)cc1Cl | 2.5
C=CCn1c(SCC(=O)NCC)nc2sc3c(c2c1=O)CCC3 | 0.2
CC1CC(C)CN(c2oc(Cc3ccccc3)nc2C#N)C1 (stereo not drawn) | -1.1
O=c1[nH]c(SCC2CCCCO2)nc2ccccc12 (stereo not drawn) | -0.8
COC(=O)c1c(NC(=O)COc2ccc(Cl)cc2Cl)sc2c1CC(C)(C)NC2(C)C | 6.3
O=C(Nc1ccccc1)N(Cc1ccc2c(c1)OCO2)Cc1nc2ccccc2c(=O)[nH]1 | 6.3
FC(F)(F)c1ccc2nc(CNc3nc(N4CCOCC4)nc4c3ncn4-c3ccsc3)[nH]c2c1 | -0.7
COc1ccc(Br)cc1C(=O)Nc1cccc(NC(=O)c2ccco2)c1 | -1.5
CCNc1nc(NCC)nc(Oc2ccc(OCc3ccccc3)nn2)n1 | -2.4
Cn1nc([N+](=O)[O-])nc1Sc1ccc(C(C)(C)C)cc1 | -4.9
CC(C)CCn1c(O)c(N=NC(=O)Cn2ccc(C(F)(F)F)n2)c2ccccc21 | 1.4
O=C(NCC(c1ccco1)N1CCc2ccccc21)c1cccc(F)c1 (stereo not drawn) | -8.1
O/N=C1\CCCCc2ccccc21 | 1.4
C/C(=N\Nc1ccc([N+](=O)[O-])cc1[N+](=O)[O-])C(C)C(C)C (stereo not drawn) | 1.2
CC1(C)CC(=O)C(c2ccccc2)(c2ccccc2)C(=O)C1 | -0.6
COc1ccc(C2=NN(CCC(=O)NCc3cccs3)C(=O)CC2)cc1 | -0.8
COc1ccc(-c2nnnn2CCc2ccccc2)cc1 | 0.8
CCNc1nc(NCC)nc(N(n2cnnc2)S(=O)(=O)c2ccc(C)cc2)n1 | -2.7
C[C@@H]1CCN(C2CC2)S(=O)(=O)c2c(cccc2N2CC[C@H](N(C)C)C2)O1 | 3.8
Cc1ccc(NS(=O)(=O)c2c(C)[nH]c(=O)[nH]c2=O)cc1F | 4.4
COc1ccc(NC(=O)CN2CCCCC2)cc1 | 3.3
COc1ccc(N2CCN(C(=O)CN=C3NS(=O)(=O)C(c4ccc(C)cc4)=C3C)CC2)cc1 | -3.4
O=S(=O)(c1cccc2ccccc12)N1CCC2CC1c1cc(-c3ccc(F)cc3)ccc12 (stereo not drawn) | 1.9

# Screens: PubChem, The Scripps Research Institute Molecular Screening Center
